LGR2 antag: inhibitors of bursicon-induced Drosophila LGR2 receptor cAMP signaling | AID 720647 | HEK293 LGR2, CRE-luciferase, bursicon-stimulated, 4 h | inhibition, % at 9.99 µM | 0.35% of 380,000 active;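 active = drop in luminescence signal, shown as inhibition above about 50% in the replicate tests, limit read from the data, passing the limit was not always enough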;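 also: agonist challenge used bursicon conditioned medium at about half maximal strength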
ERAP1 HTS inh: inhibitors of human ERAP1 aminopeptidase | recombinant ERAP1, Leu-AMC fluorescence, 60 min | inhibition, % at 10.7 µM | 0.15% of 340,000 active | AID 652197;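 active = mean replicate inhibition of at least 30%, or all replicates individually reaching that 30% level; inactive = mean below 30% and not every replicate reaching it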;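 also: 0% = neutral control wells and 100% = L-leucinethiol positive control wells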
S100A4 MyoIIA: blocks human S100A4 binding to myosin IIA peptide | S100A4/TAMRA-MyoIIA peptide fluorescence polarization | P26447 | 0.14% of 360,000 active | inhibition, % at 10.7 µM | AID 652163;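 active = mean inhibition of at least 70% across replicates, with every replicate also reaching that level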
Target sequence (P26447 whole entry, looked up): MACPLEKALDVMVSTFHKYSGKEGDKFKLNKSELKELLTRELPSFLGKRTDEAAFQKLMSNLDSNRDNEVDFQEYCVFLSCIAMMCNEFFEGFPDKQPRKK
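Material: S100A4 monomer (human). Medium: Calcium-containing HEPES buffer, pH 7.2. Probe or stimulus: labelled myosin peptide probe, 5 nM. Compound dosing: one concentration per compound. Timing: polarization read 5 min after assay mix addition, stable 5–60 min. Benchmarks: DMSO as neutral control, TFP as positive control.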
Cneo AK release: Cryptococcus neoformans lysis via adenylate kinase release; 0.2% of 360,000 active; C. neoformans lysis, adenylate kinase release luminescence, 4 h; normalised: neutral wells 0, clomiphene wells 100; lysis activity, % at 15 µM;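 active = mean lysis activity across replicates of at least 80%, whatever share of replicates individually reach that level; inactive = mean lysis activity below 80%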
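Assay system: C. neoformans cells. Amount: yeast cell density of 5 × 10^6 cells/mL. Technique: AK luminescence. Buffer or medium: YPD. Times: static 4 h at 37 °C with compound, 1 h detection. Dosing: single-point compound dose. Read-out: lysis from increased AK signal.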
Xi reactivation: reactivates the inactive X chromosome in mouse fibroblasts; activation, % at 7.58 µM; XiGFP mouse fibroblasts, % GFP-positive cells imaging, 3 d; cells co-treated with 5-aza-dC sensitizer; scaled so ellipticine positive control = 100%; 0.055% of 360,000 active;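 active = mean normalized replicate activation at least 10% and every replicate at or above 10%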;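 also: 0% = median of on-plate neutral control wells and 100% = ellipticine 6 µM median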
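Schedule: 3 d treatment, 15 min room-temperature fixation; system: 68-5-11 XiGFP fibroblast line; buffer or medium: DMEM plus 5-aza-dC sensitizer; control set: ellipticine 6 µM positive control; compound: one concentration, pinned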
PGC1a acetyl inh: PGC1a acetylation modulation, inhibitor mode; U2OS PGC1a acetylation, AlphaScreen anti-acetyl-lysine; with virally co-expressed GCN5 acetyltransferase; inhibition, % at 15.6 µM; 0.17% of 350,000 active; AID 651687;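 active = every replicate shows inhibition of at least 40%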;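 also: 0% = neutral control wells and 100% = positive control wells; some results beyond the cut were filed as inactive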
SIRT5 inh: inhibitors of human sirtuin-5 desuccinylase. inhibition, % at 15 µM. AID 652115. Purified SirT5, succinyl-peptide AMC, trypsin-coupled fluorescence. 1.1% of 330,000 active; in the data active = inhibition above about 15%
Target sequence (Q9NXA8 whole entry, looked up): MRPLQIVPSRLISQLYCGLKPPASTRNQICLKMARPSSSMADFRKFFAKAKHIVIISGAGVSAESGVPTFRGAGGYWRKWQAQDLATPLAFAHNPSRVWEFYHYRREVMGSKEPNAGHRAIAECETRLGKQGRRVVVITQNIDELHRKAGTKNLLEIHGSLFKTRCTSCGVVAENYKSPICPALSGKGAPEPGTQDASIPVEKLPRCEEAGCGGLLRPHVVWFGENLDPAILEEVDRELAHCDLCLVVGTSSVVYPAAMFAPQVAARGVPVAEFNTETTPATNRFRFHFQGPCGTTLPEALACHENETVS
Statin myotox sup: suppression of simvastatin myotoxicity | 0.78% of 330,000 active | C2C12 myotubes + simvastatin, ATP luminescence, 48 h; scaled: DMSO 0, geranylgeraniol control 100 | rescue of ATP level, % at 7.49 µM | AID 602340;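 active = mean ATP rescue above about 67%, or every replicate alone reaching that limit, limit read from the data, passing the limit was not always enough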;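 also: myotubes were challenged with 10 µM simvastatin during compound exposure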
* = called active by the depositor; x = no result given. The list is partial; count on the stated rates, not on these rows.

Below each compound – LGR2 antag | ERAP1 HTS inh | S100A4 MyoIIA | Cneo AK release | Xi reactivation | PGC1a acetyl inh | SIRT5 inh | Statin myotox sup
(1) CCN(c1ccccc1)S(=O)(=O)c1ccc(C(=O)N(C)Cc2cccs2)cc1
→ -9 | 4 | -9 | 0 | 0.0 | x | -1 | -12
(2) Cc1ccc(S(=O)(=O)N[C@@H]2CC[C@@H](CCn3cc(C4CCCCC4)nn3)O[C@H]2CO)cc1
→ 10 | -4 | -6 | 41 | -0.1 | -8 | 1 | 6
(3) Cc1nc(CN2CCN(C(=O)c3ccc(C(C)(C)C)cc3)CC2)cs1
→ -6 | -1 | -2 | -2 | -0.3 | x | 2 | -9
(4) COc1ccc(CCNC(=O)CN(c2cc([N+](=O)[O-])ccc2OC)S(C)(=O)=O)cc1
→ 2 | -9 | 1 | x | 0.0 | 4 | -3 | x
(5) Clc1ccc(-c2nc3ccccn3c2CN2CCSCC2)cc1
→ -30 | 0 | -1 | x | -0.7 | x | 3 | x
(6) C[C@@H]1CN([C@@H](C)CO)C(=O)c2cc(C#CC3CCCC3)cnc2O[C@H]1CN(C)C(=O)C1CCC1
→ 11 | 0 | 11 | -5 | -0.9 | 2 | -1 | x
(7) COc1cc(/C=C/C(=O)OCC(=O)Nc2cc(S(=O)(=O)N3CCCCC3)ccc2C)ccc1O
→ -5 | 2 | -7 | x | 0.1 | x | 3 | x
(8) CCc1cccc(C)c1NC(=O)CO/N=C(\N)CC(=O)NC1CCCCC1
→ 1 | -5 | -4 | x | 0.0 | 10 | x | x
(9) COc1ccccc1-c1ccc([C@@H]2[C@@H](CO)N(C(=O)C3CC3)[C@H]2C#N)cc1
→ 6 | 1 | 0 | 1 | -0.1 | -1 | 2 | 4
(10) CCO/C(C)=N/Oc1cccc(N(C)C)c1
→ 1 | 9 | 20 | 1 | 0.0 | 2 | 0 | -1

An excerpt from above, showing only Xi reactivation.
No. | canonical_smiles | Xi reactivation
3 | Cc1nc(CN2CCN(C(=O)c3ccc(C(C)(C)C)cc3)CC2)cs1 | -0.3
4 | COc1ccc(CCNC(=O)CN(c2cc([N+](=O)[O-])ccc2OC)S(C)(=O)=O)cc1 | 0.0
5 | Clc1ccc(-c2nc3ccccn3c2CN2CCSCC2)cc1 | -0.7

(cont.)
Below each compound – LGR2 antag | ERAP1 HTS inh | S100A4 MyoIIA | Cneo AK release | Xi reactivation | PGC1a acetyl inh | SIRT5 inh | Statin myotox sup
(11) COC(=O)c1c(SCC(=O)NC2CCCCC2)[nH]c2ccccc2c1=O
→ 3 | -1 | -65 | 0 | 0.0 | 2 | 4 | 5
(12) Cc1ccc(C(O)c2ncc(-c3cccc(F)c3)[nH]2)cc1 (configuration not stated)
→ -28 | 0 | -2 | 7 | 0.3 | -1 | -1 | 3
(13) CCOc1cc(C(=O)OC(C)C(=O)Nc2ncc(Cl)cc2Cl)ccc1OCC(=O)N1CCOCC1 (configuration not stated)
→ 14 | 1 | 0 | x | 0.0 | x | -2 | x
(14) c1ccc(-c2ccccc2OCCN2CCOCC2)cc1
→ -10 | -3 | 1 | x | -0.1 | -8 | -4 | 0
(15) Cc1cc(SCC(=O)NCCN2C(=O)CSC2=O)nc2ccccc12
→ 7 | 0 | 0 | x | 0.1 | x | -2 | x
(16) O=C(OCC(=O)N(Cc1ccccc1)Cc1ccccc1)c1cccc(O)c1
→ 10 | 0 | -9 | 2 | 0.4 | -3 | -3 | -2
(17) Cc1ccc(S(=O)(=O)N2C[C@@H](O)COC[C@H]3O[C@H](CC(=O)N[C@H]4CCN(Cc5ccccc5)C4)CC[C@@H]32)cc1
→ 14 | -1 | 14 | 6 | 0.0 | -5 | -3 | 3
(18) OCCC1CCCCN1CC(O)COCc1ccc(Cl)cc1 (configuration not stated)
→ 1 | -2 | -5 | x | 0.0 | x | 1 | 4
(19) CN1C(=O)c2cc(NC(=O)C3CC3)ccc2OC[C@H]2O[C@@H](CC(=O)O)CC[C@@H]21
→ -4 | 5 | 1 | x | 0.0 | -12 | -5 | x
(20) COc1cccc(-c2ccc([C@@H]3[C@H](CO)N4C(=O)CN(C(=O)C5CCC5)C[C@@H]34)cc2)c1
→ 1 | -1 | 17 | x | 0.2 | 3 | -3 | x
(21) COc1ccc(NC(=O)Nc2ccc3c(c2)C(=O)N([C@H](C)CO)C[C@@H](C)[C@H](CN(C)S(=O)(=O)c2ccc(C)cc2)OCCCC[C@H](C)O3)cc1
→ -1 | -5 | -22 | 2 | -0.4 | -24 | 3 | x
(22) O=C(C1CCOCC1)N1CC2(C1)[C@@H](c1ccccc1)[C@@H](CO)N2CCC(F)(F)F
→ -12 | -2 | 4 | x | 0.0 | 11 | 26* | x
(23) Cc1nc(Nc2ccccc2)sc1C
→ -39 | -1 | 0 | 0 | -0.4 | x | 2 | 5
(24) COc1cc(CNc2ccc3[nH]c(=O)[nH]c3c2)ccc1OCc1ccccc1F
→ -28 | x | 4 | -2 | 0.3 | x | 0 | 54
(25) COc1ccccc1CNC(=O)C[C@H]1C[C@@H]2c3cc(NC(=O)c4ccc5c(c4)OCO5)ccc3O[C@@H]2[C@@H](CO)O1
→ 1 | -1 | 5 | 52 | 0.1 | 1 | 2 | -2
(26) CC(C)C(=O)Nc1ccc2c(c1)C(=O)N(C)[C@@H]1CC[C@@H](CC(=O)N[C@H](C)c3ccccc3)O[C@H]1CO2
→ 0 | x | x | -2 | 1.0 | 10 | x | 0
(27) CC(=O)N1CC(C)Sc2ccc(S(=O)(=O)NC3CCCCC3)cc21 (configuration not stated)
→ -14 | -1 | -2 | 2 | 0.0 | -7 | 1 | -27
(28) O=C(NC1CCN(Cc2ccccc2)CC1)c1cncc(Br)c1
→ -11 | 0 | -4 | 1 | 0.6 | -1 | -6 | -2
(29) CCOC(=O)CN(C)Cc1cn(C)nc1-c1ccc(Oc2ccccc2)cc1
→ 11 | 0 | -25 | 2 | 0.3 | -11 | -1 | 2
(30) CCN(CC)CCN1C(=O)C(=O)/C(=C(/O)c2ccc(S(=O)(=O)N3CCOCC3)cc2)C1c1ccc(C(C)C)cc1 (configuration not stated)
→ 3 | 0 | -4 | 3 | 0.1 | x | -1 | -5
(31) COc1ccc(-c2nnc(NC(=O)CS(=O)(=O)c3ccc(Cl)cc3)o2)c(OC)c1
→ -8 | 9 | -1 | -2 | -0.1 | 13 | 1 | -6
(32) Cc1ccccc1OS(=O)(=O)c1cccc([N+](=O)[O-])c1
→ -6 | -3 | 3 | -2 | -0.1 | x | x | x
(33) CCOc1cc(CN2CCN(S(=O)(=O)Cc3ccccc3)CC2)ccc1OC
→ -8 | -4 | 3 | 22 | 0.1 | x | 0 | 15
(34) COCC#Cc1cnc2c(c1)C(=O)N([C@H](C)CO)C[C@H](C)[C@H](CN(C)C(=O)C1CCOCC1)O2
→ 0 | 2 | -6 | x | 0.4 | 2 | 4 | x
(35) C[C@@H]1CCCCO[C@H](CN(C)C(=O)NC2CCCCC2)[C@H](C)CN([C@@H](C)CO)C(=O)c2cc(NC(=O)Nc3ccc(F)cc3)ccc2O1
→ 15 | 1 | -2 | 1 | 0.0 | -13 | -1 | x
(36) CCNC(=O)Cn1c(=O)c(=O)n(Cc2ccccc2)c2ccc(Cl)cc21
→ -7 | x | x | 4 | -0.1 | 2 | x | 9
(37) Oc1ccccc1Nc1nc(NCc2ccco2)c2ccccc2n1
→ -20 | -4 | -3 | x | 0.2 | x | -2 | x
(38) O=C(COC(=O)C12CC3CC(CC(Br)(C3)C1)C2)N1CCOCC1
→ x | -3 | 0 | x | 0.0 | x | -1 | x
(39) CCCC(C)C(=O)Nc1nnc(CCc2ccccc2)s1 (configuration not stated)
→ -15 | -1 | 6 | -1 | 0.1 | -4 | -3 | 11
(40) Cn1c(CCNS(=O)(=O)c2ccccc2)nc2cc([N+](=O)[O-])ccc21
→ 12 | -2 | -13 | 0 | 0.1 | 7 | 0 | -2

Taken from above:
Result of entry 37 in Xi reactivation: 0.2
Result of entry 32 in Cneo AK release: -2

Next results follow.
Below each compound – LGR2 antag | ERAP1 HTS inh | S100A4 MyoIIA | Cneo AK release | Xi reactivation | PGC1a acetyl inh | SIRT5 inh | Statin myotox sup
(41) CNC[C@H]1Oc2ccc(NS(=O)(=O)c3ccc(C)cc3)cc2CC(=O)N([C@H](C)CO)C[C@H]1C
→ 8 | x | x | x | 0.0 | 0 | x | 30
(42) CCCCNC(=O)C(NC(=O)c1ccc(C(F)(F)F)cc1)C(=O)c1ccccc1 (configuration not stated)
→ 9 | x | 19 | x | -0.1 | x | -3 | x
(43) COc1ccccc1CNC(=O)C[C@H]1CC[C@H](NC(C)=O)[C@H](CO)O1
→ 12 | -6 | -29 | 4 | -0.1 | -1 | -1 | -9
(44) COC(=O)[C@@]12CCCCN1[C@H](c1ccc(-c3ccccc3)cc1)[C@@H]1C(=O)N(C)C(=O)[C@@H]12
→ 17 | -1 | -1 | -1 | 0.2 | x | x | 10
(45) O=C(N/C(=C\c1ccc(Cl)cc1)C(=O)N1CCOCC1)c1ccc([N+](=O)[O-])cc1
→ 13 | -1 | -5 | x | 0.0 | 5 | 6 | x
(46) C[C@@H](O)C#Cc1ccc2c(c1)O[C@@H](CN(C)C(=O)C1CCC1)[C@@H](C)CN([C@@H](C)CO)S2(=O)=O
→ -3 | 1 | 5 | -4 | -0.6 | 2 | -1 | 0
(47) O=C(CCSCc1cccc(F)c1)NCCc1ccccc1
→ -10 | -2 | 3 | x | 0.1 | x | -2 | 9
(48) O=C(NC1CCCCC1)c1ccc(CS(=O)Cc2ccc(Cl)cc2)o1 (configuration not stated)
→ 1 | 4 | 3 | 2 | -0.1 | 3 | 2 | -6
(49) CC(C)OC(=O)C1OC1(C)c1ccccc1 (configuration not stated)
→ 3 | -1 | -4 | -1 | 0.0 | x | -1 | 2
(50) CC(C)c1ccc(NC(=O)Nc2nc(C(N)CCc3ccccc3)cs2)cc1 (configuration not stated)
→ 19 | 10 | -1 | 1 | -0.1 | 33 | -10 | -152
(51) CC(=O)c1cccc(N(C(=O)CS(=O)CC(=O)Nc2ccc(F)cc2)C(C(=O)NC2CCCCC2)c2ccc(C)o2)c1 (configuration not stated)
→ 22 | x | x | 0 | 0.0 | -34 | x | x
(52) COc1ccc(CCNC(=O)Cn2cnc3ccccc3c2=O)cc1OC
→ 8 | x | x | -2 | 0.3 | -6 | x | x
(53) COC(=O)N1CC=CC1(C)C(=O)NCc1cc(F)cc(C(F)(F)F)c1 (configuration not stated)
→ x | 0 | -8 | 0 | 0.1 | -3 | -4 | 5
(54) O=C(Nc1cccc2ccccc12)c1ccc([N+](=O)[O-])s1
→ -4 | 1 | 0 | x | 0.0 | x | -3 | x
(55) Cc1c(-n2c(-c3ccccc3Cl)n[nH]c2=S)c(=O)n(-c2ccccc2)n1C
→ 5 | -2 | 8 | 4 | 0.2 | -16 | -2 | -2
(56) COc1ccc(S(=O)(=O)N(C)C[C@@H]2OCCCC[C@H](C)Oc3ccc(NC(=O)c4ccncc4)cc3C(=O)N([C@H](C)CO)C[C@@H]2C)cc1
→ 2 | -2 | -11 | 4 | -0.1 | -4 | 4 | x
(57) COC(=O)c1ccc(Cn2cc(C(F)(F)F)ccc2=O)cc1
→ 2 | 1 | 15 | x | 0.1 | 6 | x | x
(58) O=C(NCCc1ccc(C(F)(F)F)cc1)C1CC(=O)N(Cc2ccccc2)C1 (configuration not stated)
→ -11 | -6 | 22 | 1 | -0.1 | 10 | -10 | 8
(59) CCOC(=O)c1cnc2nc(SC)nn2c1N
→ -7 | -1 | -2 | x | 0.0 | x | -1 | x
